Pin1 inhibitor: blocks the human prolyl isomerase Pin1; Pin1 FP peptide displacement, HiFluor488, 10 min; Potency, µM (highest dose often 115 µM), for inactives: top-dose activity, negative = inhibition, hits mostly inhibitors; 390,000 tested, 0.009% active; active means well fitted inhibition curve with a large enough effect in the polarisation, with a control signal flat, not every such curve was filed as active; inconclusive means small, poorly fitted or top-dose-only effect, or effect the other way, or a change in a side signal; inactive means no such curve, though single readings can be large or run the other way; the % refers to the polarisation; further: potency means the concentration at half of the fitted maximal effect; on the % scale 0 is the no-effect control and ±100 the full control effect
Target sequence (Q13526 whole entry, looked up): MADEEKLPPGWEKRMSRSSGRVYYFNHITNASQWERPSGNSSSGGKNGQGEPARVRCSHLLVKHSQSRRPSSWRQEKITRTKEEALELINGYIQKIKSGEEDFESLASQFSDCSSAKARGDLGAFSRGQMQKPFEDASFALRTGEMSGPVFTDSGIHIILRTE
TrxR1 substrate: substrates of rat thioredoxin reductase 1. O89049. purified TrxR1 substrate turnover, NADPH consumption readout. Potency, µM (series often up to 114 µM), without a hit: at the highest dose activity change, negative = substrate turnover. 390,000 tested, 0.01% active. AID 588456; further: potency means the concentration at half of the fitted maximal effect; on the % scale 0 is the no-effect control and ±100 the full control effect; nearly all actives have a fitted effect of over 50% in size
Target sequence (O89049 whole entry, looked up): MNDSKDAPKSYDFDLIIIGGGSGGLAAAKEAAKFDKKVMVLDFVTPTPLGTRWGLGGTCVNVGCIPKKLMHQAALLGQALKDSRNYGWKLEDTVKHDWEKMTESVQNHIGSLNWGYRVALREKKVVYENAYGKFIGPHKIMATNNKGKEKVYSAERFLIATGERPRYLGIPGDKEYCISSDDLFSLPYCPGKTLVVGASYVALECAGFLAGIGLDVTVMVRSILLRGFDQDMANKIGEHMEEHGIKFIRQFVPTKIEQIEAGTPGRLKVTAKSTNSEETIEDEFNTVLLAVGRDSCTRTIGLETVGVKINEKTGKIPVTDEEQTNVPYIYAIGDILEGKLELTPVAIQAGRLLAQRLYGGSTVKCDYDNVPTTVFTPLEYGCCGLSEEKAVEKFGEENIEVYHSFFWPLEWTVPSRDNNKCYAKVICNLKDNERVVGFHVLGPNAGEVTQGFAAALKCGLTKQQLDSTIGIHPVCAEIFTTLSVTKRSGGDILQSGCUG
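Rat TrxR1, dispensed at 90 nM, was prereduced with 400 uM NADPH (final) for 5 min at ~22 deg C, then incubated with compound 15 min before 400 uM selenite. A first-read NADPH fluorescence drop versus no-compound background flagged substrates.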
IDH1 R132H inh: inhibitors of human mutant IDH1 R132H; IDH1-R132H enzyme, NADPH consumption, diaphorase/resazurin fluorescence; Potency, µM (highest dose often 76.6 µM), without a hit: at the top dose activity change, negative = inhibition, actives largely listed as inhibitors; O75874; 390,000 tested, 0.093% active; AID 602179; further: potency means the concentration at half of the fitted maximal effect; on the % scale 0 is the no-effect control and ±100 the full control effect; nearly all actives have a fitted effect of over 65% in size
Target sequence (O75874 whole entry R132H, stated change not applied): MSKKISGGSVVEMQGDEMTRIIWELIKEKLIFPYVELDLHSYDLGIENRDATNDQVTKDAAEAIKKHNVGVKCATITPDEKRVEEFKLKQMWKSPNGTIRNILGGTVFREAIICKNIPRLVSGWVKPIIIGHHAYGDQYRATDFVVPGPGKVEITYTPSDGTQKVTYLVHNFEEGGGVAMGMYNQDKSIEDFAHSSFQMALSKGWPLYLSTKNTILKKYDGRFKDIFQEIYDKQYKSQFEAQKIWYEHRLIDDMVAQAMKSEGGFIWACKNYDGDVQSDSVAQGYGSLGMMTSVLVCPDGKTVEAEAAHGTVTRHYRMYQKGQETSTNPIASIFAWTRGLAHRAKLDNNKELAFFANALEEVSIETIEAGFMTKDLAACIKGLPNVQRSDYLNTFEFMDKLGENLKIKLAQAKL
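IDH1-R132H (0.5 ug/mL dispensed) in pH 7.5 Tris buffer was preincubated 30 min with compound, then given a substrate mix of 0.016 mM NADPH and 2 mM alpha-KG for 80 min at room temperature; remaining NADPH was read by diaphorase/resazurin fluorescence.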
TRHR PAM: TRH receptor (human) allosteric enhancement | P34981 | TRHR cells, fluo-8 calcium fluorescence, EC20 TRH enhancement | enhancement, % at 2 µM | AID 493056 | 360,000 tested, 0.66% active; in the data active means enhancement above about 30%; further: 0% is about no effect
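Enhancer read-out: after compound pinning and an initial kinetic agonist-mode read, an EC20 of TRH (10 nM final) was injected and fluo-8 calcium signal (Ex 480/Em 530) followed at 1 s/cycle for 100 cycles in TRHR-expressing cells.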
USP1 inh: blocks the human USP1/UAF1 deubiquitinase complex; O94782; recombinant USP1/UAF1, Ub-Rhodamine cleavage fluorescence; Potency, µM (titrated, usually from 57.1 µM), for the others: top-dose activity change, negative = inhibition, most hits filed as inhibitors; 390,000 tested, 0.23% active; further: potency means the concentration at half of the fitted maximal effect; on the % scale 0 is the no-effect control and ±100 the full control effect; nearly all actives have a fitted effect of over 60% in size; inactives centre near -12
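High-throughput fluorogenic screen: 1nM USP1/UAF1 complex, Ub-Rho substrate 150nM final, 50mM HEPES pH 7.8 with 0.5mM EDTA, 0.1 mg/ml BSA, 1mM TCEP and 0.01% Tween-20.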
D2 antagonist: antagonizes the human D2 dopamine receptor. P14416. HEK293 TREx D2 cells, calcium flux, dopamine EC80. inhibition, % at 10 µM. 340,000 tested, 2% active. AID 485344; in the data active means inhibition above about 30%; further: 0% is about no effect
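Compounds are added to dye-loaded, induced HEK293 T-REx cells coupled to calcium release via D2; after a 3 min kinetic read an EC80 dopamine stimulus is given and fluorescence is recorded for 3 more min.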
D2 ag: activates the human D2 dopamine receptor; P14416; HEK293 T-REx D2 cells, calcium flux agonist mode; activation, % at 2 µM; 340,000 tested, 0.53% active; AID 485358;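 active means activation over 3 SD above normal in the single-dose calcium agonist read, cut at about 30% in these data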; further: 0% is about no effect
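Agonism scored from kinetic calcium signal (1 read/sec, 180 s) following compound pin transfer, after a 10 s baseline. Cells: HEK293 Trex line expressing inducible D2 receptor coupled to calcium, dye-loaded after overnight culture at 30 C.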
rTrxR1 inhibitor: inhibitors of rat thioredoxin reductase 1; recombinant rTrxR1, NADPH fluorescence consumption, selenite substrate; Potency, µM (top dose mostly 114 µM), for the others: at the top dose activity change, negative = inhibition, hits mostly inhibitors; 390,000 tested, 1% active; further: potency means the concentration at half of the fitted maximal effect; on the % scale 0 is the no-effect control and ±100 the full control effect; nearly all actives have a fitted effect of over 65% in size
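Rat TrxR1 (90 nM in the dispensed reagent) was pre-reduced with 400 uM NADPH for 5 min at room temperature, then incubated with compound for 15 min. After 400 uM selenite was added, NADPH fluorescence (Ex 340/Em 450 nm) was followed for 8 min.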
TRHR agonist: activates the human TRH receptor | P34981 | TRHR cells, calcium flux fluo-8, FDSS agonist mode | activation, % at 2 µM | 360,000 tested, 0.18% active | AID 493084; in the data active means activation above about 30%; further: 0% is about no effect
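Steps: seed TRHR cells overnight; add fluo-8 no-wash Ca dye, RT 30 min–1.5 h; record 10 s baseline; pin-transfer compounds; monitor fluorescence 1 cycle/s for the agonist window. Calcium increases flag candidate agonists.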
Numbers without * were called inactive; ? = inconclusive; / = no result given; [ ] = another dose, or the depositor's remark. Unless noted, the call rests on the fitted dose curve; in most records, active means well fitted inhibition curve with a large enough effect; inconclusive means small, poorly fitted or top-dose-only effect; inactive means no such curve, though single readings can be large or run the other way. A portion of the library; rates above refer to the full screens.

SMILES | Pin1 inhibitor | TrxR1 substrate | IDH1 R132H inh | TRHR PAM | USP1 inh | D2 antagonist | D2 ag | rTrxR1 inhibitor | TRHR agonist
COc1ccc2ccc(=O)oc2c1CC(=O)C(C)C | 1% | 76%[activator] | 17% | / | 3% | / | / | -26% | /
Clc1ccc(C2[C@H]3CN(Cc4ccc(-c5ccccc5)cc4)[C@H](c4ccccc4)C34CC2(c2ccccc2)C4)cn1 (some centres undefined) | 52%[activator] | 2% | -8% | 1 | -31% | -4 | -0.5 | ? | -0.6
COc1ccc2[nH]c(C(=O)NCCCN3CCCC3=O)c(C)c2c1 | 5% | 68%[activator] | -9% | 1 | -11% | 2 | 0.4 | 9% | 0.7
Cc1ccc(S(=O)(=O)N2CCOCC2)cc1NC(=O)CSc1nc(N)cc(N)n1 | -1% | -3% | 10% | 0 | -21% | -8 | 1.1 | 9% | 1.8
Cc1ccc(S(=O)(=O)N2CCOCC2)cc1C(=O)NCC1CCCO1 (centres undefined) | 1% | -7% | 6% | -3 | -3% | 20 | 0.9 | -9% | 0.8
Cc1ccc(C(=O)CN2C(=O)C(C)Oc3ccccc32)cc1 (centres undefined) | -1% | -5% | -2% | 17 | -19% | -18 | 6.0 | 22% | 0.3
O=C(CNC(=O)OCc1ccccc1)NC1CCCCCCC1 | 11% | 1% | 5% | 0 | 0% | -1 | -0.2 | 4% | -0.7
CCOc1cccc(C(=O)NC(=S)Nc2cccc(C)c2)c1 | 2% | -6% | -3% | 13 | -7% | -2 | -1.2 | 5µM* | 0.6
Cc1cccc(OCC(=O)NCCc2nc3ccccc3[nH]2)c1C | -5% | -3% | 4% | 3 | -2% | / | 1.1 | 2% | 0.1
COc1cc(OC)c(NC(=O)N2CC=C(c3c[nH]c4ccccc34)CC2)cc1Cl | ? | -5% | -8% | 5 | ? | / | 1.5 | 8% | 5.4
CCN(CC)CCCN=C1N[C@@H](c2cccc(F)c2)C(C(=O)OC)=C(C)N1Cc1ccccc1 | 0% | 10%[57.1 µM] | -8% | / | -12% | / | / | 21%[57.1 µM] | /
CC(=O)N(Cc1cc(=O)[nH]c2ccccc12)c1cccc(C)c1 | -2% | -5% | ? | 1 | 4% | 1 | 0.1 | 6% | 0.1
Cc1ccc(SCC(=O)OCC(=O)NC2CCCCCCC2)cc1 | 1% | 0% | 4% | 2 | ? | -2 | 0.4 | 7% | 0.2
CCc1ccc(NC(=O)c2sc3nc(C)c(Cl)c(C)c3c2NC(=O)c2ccccc2)cc1 | -2% | 6% | -12% | -2 | -12% | / | 0.0 | 21% | 0.6
Cc1cc2c(NCCc3ccccc3)ncnc2s1 | -1% | 8% | -1% | 1 | -12% | 11 | -2.3 | 25% | 0.4

Full records as entered above. Order of values: Pin1 inhibitor, TrxR1 substrate, IDH1 R132H inh, TRHR PAM, USP1 inh, D2 antagonist, D2 ag, rTrxR1 inhibitor, TRHR agonist
COc1ccc2[nH]c(C(=O)NCCCN3CCCC3=O)c(C)c2c1 in the list: 5%, 68%[activator], -9%, 1, -11%, 2, 0.4, 9%, 0.7
Cc1ccc(C(=O)CN2C(=O)C(C)Oc3ccccc32)cc1 (centres undefined) in the list: -1%, -5%, -2%, 17, -19%, -18, 6.0, 22%, 0.3
CCN(CC)CCCN=C1N[C@@H](c2cccc(F)c2)C(C(=O)OC)=C(C)N1Cc1ccccc1 in the list: 0%, 10%[57.1 µM], -8%, /, -12%, /, /, 21%[57.1 µM], /
CCc1ccc(NC(=O)c2sc3nc(C)c(Cl)c(C)c3c2NC(=O)c2ccccc2)cc1 in the list: -2%, 6%, -12%, -2, -12%, /, 0.0, 21%, 0.6

Other entries follow:
SMILES | Pin1 inhibitor | TrxR1 substrate | IDH1 R132H inh | TRHR PAM | USP1 inh | D2 antagonist | D2 ag | rTrxR1 inhibitor | TRHR agonist
CC(=O)Nc1ccc(N2CCOCC2)c(Cl)c1 | -1% | 0% | 3% | 26 | -13% | 2 | 0.0 | 12% | 0.1
CC/C(=N\NC(=S)Nc1cccc(C)c1)c1ccccc1 | ? | -12% | 7% | -4 | -6% | 22 | 18 | -15% | -0.1
Cc1sc2ncnc(NCC(C)(C)N3CCOCC3)c2c1C | -7% | 8%[57.1 µM] | 0% | -3 | -14% | / | / | 5%[57.1 µM] | -0.4
CC(C)(C)c1ccc(C(=O)NC(Cc2c[nH]c3ccccc23)C(=O)OCC(=O)c2ccc(Br)cc2)cc1 (centres undefined) | 7% | -8%[57.1 µM] | 11% | 2 | -12% | / | 0.5 | -1%[57.1 µM] | 0.1
CCn1c(SCC(=O)OC)nc2cc(S(=O)(=O)N3CCOCC3)ccc21 | -5% | -2% | 9% | 0 | -21% | -8 | 1.0 | -2% | 0.1
COC(=O)c1sccc1NC(=O)Cn1nnc(-c2ccccc2C)n1 | -6% | -5% | -3% | 0 | -13% | 23 | -1.3 | 13% | 1.5
CCOC(=O)c1cc2sc(C)cc2n1CC(=O)Nc1cccc(C)c1C | -3% | 6% | 4% | 1 | 2% | 2 | 0.1 | 14% | 1.0
COc1ccc2c(c1)[C@H]1[C@H](CO2)[C@H](c2ccccc2)[C@]2(C)C(=O)N[C@H](C)C(=O)N12 | -10% | -7% | -5% | -5 | -19% | 11 | 0.8 | 0% | 0.0
CC(=O)Nc1ccc(C(=O)NC(C)c2ccc(-n3ccnc3)cc2)cc1 (centres undefined) | -17% | -2% | 7% | -3 | -14% | -30 | 0.0 | -10% | 1.1
Cc1ccc(C(=O)O/N=C(\N)Cc2cccc3ccccc23)cc1 | 1% | -5% | -10% | -5 | -12% | -7 | -0.3 | -11% | 0.6
Cc1ccccc1NC(=O)CN1C(=O)NC2(CCc3ccccc32)C1=O (centres undefined) | 3% | 6% | 4% | 7 | -18% | 6 | 0.4 | 30% | 0.4
Cc1noc(C)c1C(=O)OCC(=O)Nc1c(F)cccc1F | -3% | -13% | 4% | 10 | -11% | -3 | -0.6 | 13%[57.1 µM] | -1.4
Cc1nnc(NC(=O)c2cccc(Br)c2)s1 | 20% | 0%[57.1 µM] | 7% | 0 | -18% | -4 | 0.5 | 12%[57.1 µM] | -0.2
C=CCNC(=O)c1ccc(NC(=O)CC2SC(N3CCCC3)=NC2=O)cc1 (centres undefined) | 1% | 4% | 0% | 1 | -5% | -11 | 0.3 | 9% | 0.3
N[C@@H](C(=O)N[C@@H]1C(=O)N2C(C(=O)O)=C(Cl)CS[C@H]12)c1ccccc1 | / | 4% | -12% | 1 | -24% | -11 | -0.7 | ? | 0.2
Cc1nc(SCC(=O)Nc2ccccc2F)[nH]c(=O)c1Cc1ccccc1 | ? | 3% | / | 1 | -21% | / | -0.8 | 9% | -0.5
Cc1cc(C(=O)CSc2n[nH]c(-c3ccccc3F)n2)c(C)n1Cc1cccs1 | 15% | 9%[57.1 µM] | 2% | -3 | -24% | 10 | 0.1 | 9% | 0.2
COc1nc(NCCO)nc(Nc2cc(Cl)ccc2OC)n1 | -1% | 6%[57.1 µM] | 5% | 14 | -1% | 3 | -0.4 | 11%[57.1 µM] | -0.1
CCCN1Cc2cccc(C(=O)NCc3ccc(C)cc3)c2C1=O | 3% | 6% | 2% | -2 | -14% | 5 | -0.6 | 2% | -0.9
Cc1cc2cc(CNC(=O)CCC(=O)O)ccc2[nH]1 | 6% | -4% | 3% | 4 | -18% | 0 | 1.4 | -3% | 0.2
Cc1cc(C)cc(N(CCC#N)C(=O)COC(=O)C2=COCCO2)c1 | 0% | 3% | 0% | 5 | -17% | 1 | 0.8 | 9% | 0.2
CCOC(=O)c1ccc(NC(=O)Cn2nnc3ccccc32)cc1 | 0% | 7%[57.1 µM] | 2% | -2 | 2% | -5 | 0.3 | 5%[57.1 µM] | 2.1
COc1ccc(CN(C(=O)CSc2nnc(-c3ccccc3C)o2)c2ccc(F)cc2)cc1 | 4% | 4%[57.1 µM] | 2% | 2 | 3% | 0 | 3.7 | -7% | 3.2
COc1ccccc1CNC(=O)C1CCCN(S(=O)(=O)c2cccc3nsnc23)C1 (centres undefined) | 23% | -11% | -10% | -7 | -1% | 3 | -0.4 | 2% | -0.2
[O-]/[N+](=C\C=C\c1ccccc1)c1ccccc1 | -1% | -6% | 10% | -3 | -18% | 8 | -0.5 | -1% | 0.2
CCOC(=O)c1cc(C#N)c(SCC(N)=O)[nH]c1=O | ? | 17% | -1% | 8 | ? | 6 | 0.3 | 1% | 2.2
S=C1NC2=C(CCC/C2=C\c2ccccc2)C(c2ccccc2)N1 (centres undefined) | 1% | 1%[57.1 µM] | 0% | -1 | -13% | -4 | -0.5 | -4%[11.4 µM] | 0.0
O=C1CN(C(=O)c2cc3ccccc3oc2=O)C(c2ccc(F)cc2)c2cc(F)ccc2N1 (centres undefined) | 1% | -3% | -3% | 6 | -10% | 12 | -0.2 | 16% | -0.7
Cc1c(C(=O)NCc2ccc(F)cc2)oc2ccc(S(=O)(=O)N3CCCCC3)cc12 | 23% | 3%[57.1 µM] | 3% | 2 | 5% | / | / | 20%[57.1 µM] | 0.5
CC[C@H](C)C(N)c1cn(C(CCCN=C(N)N)C(=O)N2CCNCC2)nn1 (some centres undefined) | -7% | 4% | -2% | 0 | -26% | -3 | 0.5 | 5%[57.1 µM] | -0.2
CNc1nc(SC)nc2ccsc12 | 1% | -3% | 6% | -1 | 3% | 16 | 0.6 | -12% | 0.1
CC(OC(=O)CSCC(=O)Nc1ccc(Cl)cc1)C(=O)N(C)Cc1ccccc1 (centres undefined) | -4% | 1%[57.1 µM] | -9% | / | -13% | / | / | -1%[57.1 µM] | /
COc1ccc(CCNC(=O)CCCn2c(=O)c3cccn3c3ccc(F)cc32)cc1OC | 3% | 4% | -7% | -8 | -5% | / | 2.5 | 17% | -0.1
O=C(NC(=S)NC(c1ccccc1)c1ccncc1)c1ccccc1 (centres undefined) | 4% | 2% | -13% | 5 | -15% | / | / | ? | 0.1

Source: PubChem
